Screens deposited in PubChem BioAssay by several laboratories.
m5-HT2A agonist: activates the mouse 5-HT2A serotonin receptor | AID 624169 | P35363 | CHO-K1 mHTR2A beta-arrestin complementation, luminescence; percent of 30 µM serotonin response | activation, % at 7.6 µM | hit rate 0.66% among 360,000;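 active = activation above a run cutoff, the mean activation of all tested compounds plus 3 SD, cut at about 14% in these data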;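 also: 0% = plate median of compound wells and 100% = 30 µM serotonin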
CaV13 ICDI inh: Disruptors of the CACNA1D IQ motif to Ca2+-dependent inactivation inhibitor domain association, primary screening, Förster resonance energy transfer in intact living …. HEK cells, CFP/YFP FRET ICDI-IQ, plate reader, 10 min; percent FRET-ratio fall versus neutral wells. inhibition, % at 12.3 µM. hit rate 0.098% among 340,000;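 active = mean replicate inhibition of at least 30% and at least 1% of replicates passing that level; inconclusive = only one of the two criteria is met; inactive = neither criterion is met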;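 also: 0% = median of the neutral control wells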
MC4R ag barr: activates human MC4R beta-arrestin recruitment; U2OS MC4R beta-arrestin complementation, luminescence; percent of melanotan II response, DMSO zero; hit rate 0.98% among 360,000; P32245; AID 540308; activation, % at 8.9 µM;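 active = activation above a per-plate cutoff, the mean activation of sample wells on that plate plus 3 SD, cut at about 8% in these data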
ABCB6 inh 2: human ABCB6 transporter inhibition | Q9NP58 | K562-ABCB6 porphyrin accumulation, flow cytometry, 1 h; active compounds read low | fluorescence ratio to DMSO, % at 10 µM | hit rate 0.19% among 360,000 | AID 602162;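 active = fluorescence ratio to DMSO below 75%, the collection mean minus 3 SD; inconclusive = too few cells collected in the well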;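 also: signal is porphyrin accumulated inside mitochondria; 100% equals median channel fluorescence of DMSO control wells; lower ratio means ABCB6 inhibition with less porphyrin fluorescence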
Target sequence (Q9NP58 whole entry, looked up): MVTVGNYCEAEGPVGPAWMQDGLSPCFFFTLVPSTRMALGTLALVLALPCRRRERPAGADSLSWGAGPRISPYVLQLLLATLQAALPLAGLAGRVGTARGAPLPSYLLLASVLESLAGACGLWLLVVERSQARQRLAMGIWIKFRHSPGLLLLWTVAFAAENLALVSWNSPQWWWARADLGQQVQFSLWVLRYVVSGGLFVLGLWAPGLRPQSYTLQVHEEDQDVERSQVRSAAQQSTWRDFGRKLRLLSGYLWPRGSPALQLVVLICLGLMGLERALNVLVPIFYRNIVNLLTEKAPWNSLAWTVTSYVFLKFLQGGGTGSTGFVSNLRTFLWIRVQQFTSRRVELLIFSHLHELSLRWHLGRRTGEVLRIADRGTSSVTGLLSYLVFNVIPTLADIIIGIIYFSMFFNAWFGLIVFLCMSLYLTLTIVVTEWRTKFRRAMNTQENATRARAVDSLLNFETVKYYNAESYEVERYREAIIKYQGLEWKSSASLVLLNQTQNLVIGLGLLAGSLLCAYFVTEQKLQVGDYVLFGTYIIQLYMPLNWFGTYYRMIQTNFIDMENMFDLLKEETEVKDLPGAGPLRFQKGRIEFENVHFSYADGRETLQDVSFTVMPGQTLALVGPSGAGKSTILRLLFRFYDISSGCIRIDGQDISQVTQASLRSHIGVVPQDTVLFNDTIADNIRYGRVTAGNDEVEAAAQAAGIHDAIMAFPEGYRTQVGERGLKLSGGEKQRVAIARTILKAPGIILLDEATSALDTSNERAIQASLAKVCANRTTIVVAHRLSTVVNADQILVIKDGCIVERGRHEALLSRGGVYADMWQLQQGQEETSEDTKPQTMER
aDG glyco act: increases alpha dystroglycan glycosylation. activation, % at 10 µM. AID 624168. Pro5-aDG cells, alpha-DG glycosylation AlphaScreen (IIH6); 0% Pro5, 100% B10-LARGE cell signal. hit rate 0.22% among 360,000;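 active = activation of at least 8% versus controls, or a plate z-score of at least 8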;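 also: Pro5 are CHO cells carrying HIG-tagged alpha-DG that lacks glycosylation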
MC4R antag cAMP: human MC4R antagonism in cAMP assay; P32245; MC4R-expressing cells, MTII-stimulated cAMP, LANCE TR-FRET; inhibition, % at 6.5 µM; hit rate 0.48% among 360,000;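 active = inhibition above its plate's cutoff, the mean of tested wells on that plate plus 3 SD, cut at about 29% in these data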;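 also: 0% = Melanotan II alone and 100% = Melanotan II plus saturating MCL0020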
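System: U2OS cells stably expressing human melanocortin 4 receptor (MC4R). Reagent: Melanotan II challenge after compound preincubation. Doses: 6.5 µM. Times: 30-min compound, 1-h challenge, 1-h detection, room temperature. Measured by: TR-FRET with Eu-cAMP and labeled anti-cAMP, 671 nm. Replicates: singlicate.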
H9c2 protect: modulators protecting cardiomyocytes from myocardial damage. H9c2 cardiomyocytes, H2O2 injury protection, ATPLite, 2 h. protection from H2O2 cell death, % at 20 µM. hit rate 0.63% among 360,000;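 active = compounds giving at least 50% protection of heart cells from peroxide-induced death in the single-dose screen, raw or plate-pattern-corrected value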;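 also: 0% = DMSO wells with peroxide and 100% = DMSO wells without peroxide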
PDI turbidity: blocks human protein disulfide isomerase activity | PDI insulin aggregation turbidity, A650, 90 min | inhibition, % at 10 µM | hit rate 0.052% among 350,000 | P07237;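 active = mean inhibition across replicates of 30% or more, whatever share of single replicates reach that level; inconclusive = mean inhibition below 30% while every single replicate reaches 30%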;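 also: absorbance from insulin aggregation driven by PDI reduction with DTT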
Vif imaging: blocks HIV Vif function; HEK293T cells, Vif self-association by quenched fluorescence, imaging, 24 h; inhibition, % at 7.49 µM; hit rate 0.35% among 340,000; AID 602346; in the data active = inhibition above about 50%, passing the limit was not always enough; inconclusive = no clear call, values can overlap the other calls; inactive = below about 31%; also: some results filed as inactive read as strong as hits
N-glyco inh: blocks N-linked glycosylation in D54 reporter cells; hit rate 0.23% among 360,000; AID 588692; reporter increase, % at 12.5 µM; D54 ERlucT glycosylation luciferase reporter, 24 h; percent of 100 nM tunicamycin response;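 active = mean luciferase reporter signal, scaled so untreated is 0 and the glycosylation-blocking control 100, at or above a set limit in every replicate; inconclusive = mean reaches the limit but not every replicate does; inactive = mean below the limit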;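 also: luciferase carries N-glycosylation sites so blocking glycosylation raises the light; 0% = median of neutral control wells and 100% = median of 100 nM tunicamycin wells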
An asterisk follows results filed as active; i = inactive; ? = inconclusive; nt = no result given.

SMILES	m5-HT2A agonist	CaV13 ICDI inh	MC4R ag barr	ABCB6 inh 2	aDG glyco act	MC4R antag cAMP	H9c2 protect	PDI turbidity	Vif imaging	N-glyco inh
N/C(=N\OC(=O)c1ccco1)c1ccc(Cl)cc1	-2	-5	-1.2	97	0.1	6	-4	-2	7	1
COc1ccc(C2CCCN2C(=S)Nc2c(C)cccc2C)cc1OC (stereo unspecified)	-5	-7	-1.1	96	-0.1	6	8	0	0	0
Cc1ccc(COc2ccc(-c3nnco3)cc2)cc1	-3	-4	-0.8	107	0.2	4	-13	-1	nt	-1
N#Cc1ccc(C(=O)N2CCN(c3ncccn3)CC2)cc1	-2	-5	-1.5	102	-0.1	-2	7	6	-6	2
C=CCC1(O)C(=O)Nc2ccccc21 (stereo unspecified)	-1	nt	-2.4	105	-0.1	2	0	13	-1	1
c1ccc(CNc2nc(-c3cccnc3)nc3ccccc23)cc1	-8	-16	-0.7	96	0.0	0	0	8	-11	2
O=C(c1ccccn1)C1CCCN(Cc2nc(Cc3cccc(F)c3)no2)C1 (stereo unspecified)	-2	12	-0.7	98	0.2	5	-2	-1	-4	-2
Cc1ccc(NC(=O)c2nc[nH]c2C(=O)NCCCCNC(=O)c2[nH]cnc2C(=O)Nc2ccc(C)cc2)cc1	2	-2	-2.7	96	-0.4	13	33	-3	-2	-6
CCN(C(=O)CN1CCN(c2ccccc2F)CC1)c1c(N)n(Cc2ccccc2)c(=O)[nH]c1=O	0	1	-0.9	96	-0.3	-5	4	-12	-2	-1
CN(C)c1ccc(/C=C/C=C2/SC(=S)N(c3ccccc3)C2=O)cc1	-5	-8	-4.5	i	-0.2	24	-16	-1	-15	-2
O=C(NNC(=S)Nc1cccc(Cl)c1)c1ccccc1	-2	nt	-2.6	91	-0.1	-1	1	-8	-4	0
Cc1ccc(S(=O)(=O)CC(=O)Nc2c(C)n(C)n(-c3ccccc3)c2=O)cc1	-2	6	-0.4	99	-0.5	4	2	-2	-10	2
CC(=O)Nc1cccc(Nc2cc(C)nn2C)c1	-1	-11	nt	94	-0.1	nt	9	nt	-9	0
COc1ccc(Cl)cc1S(=O)(=O)N1CCC(O)(c2ccc(Cl)cc2)CC1	2	-5	2.5	99	0.3	-3	-6	4	-3	0
O=C(CC1C(=O)NCCN1Cc1ccc(-c2ccccc2)cc1)NCCc1ccccn1 (stereo unspecified)	-2	-6	-2.9	100	-0.5	12	-10	10	-1	-1
Cc1cc(C(=O)CN2C(=O)NC(C)(CC(C)C)C2=O)c(C)n1-c1ccc2c(c1)OCO2 (stereo unspecified)	1	-15	-1.4	106	-0.1	-5	1	-4	-1	-2
COc1cccc(CN(C)C(=O)c2ccc(S(=O)(=O)Nc3cccc(C)c3C)cc2)c1OC	-6	-7	0.4	96	0.2	15	-9	3	nt	-4
CC(=O)Nc1ccc(C2=NN(c3ccccc3)C(c3cccs3)C2)cc1 (stereo unspecified)	2	-8	3.0	99	1.4	9	-4	5	-1	-2
Cc1nn(C)c(C)c1NC(=O)CSc1nc(C2CC2)nc2c1cnn2-c1ccccc1	-6	-4	1.1	86	1.1	7	-21	0	-2	-2
CCOC(=O)C1(Cc2cccc(OC)c2)CCCN(C(=O)c2ccc(OC)o2)C1 (stereo unspecified)	0	-5	-2.1	97	0.1	6	7	12	0	-1
COc1ccc(C(=O)NC2CC(C)(C)NC(C)(C)C2)cc1S(=O)(=O)N1CCOCC1	-3	-13	-1.7	101	0.1	1	6	-3	nt	2
C=CCN=C(CC)C1=C(O)CCCC1=O	1	-5	0.8	101	0.0	2	-8	21	-5	-2
O=C1C=CC(=O)N1Cc1ccncc1	-1	-4	-1.0	90	-0.2	9	9	4	13	4
N#CC1(NC(=O)CSc2nnc(C3CC3)n2N)CCCCC1	2	-10	-0.7	106	-0.1	8	-5	10	nt	2
C[C@H]1CN([C@@H](C)CO)C(=O)Cc2cc(NC(=O)CCC(F)(F)F)ccc2O[C@H]1CN(C)C(=O)Nc1ccc(F)cc1	-1	-11	0.9	95	0.1	4	8	11	14	0
COCCn1c(Cc2ccccc2)nnc1SCC(=O)N(C)C	0	-8	-2.6	97	0.0	1	1	2	nt	0
CN1CCN(NC(=O)/C=C/c2ccc(C(C)(C)C)cc2)CC1	-1	-2	-2.2	98	0.3	-4	4	0	nt	-3
COc1ccc(S(=O)(=O)N2CCCC(C(=O)NCCc3ccccc3)C2)cc1 (stereo unspecified)	-1	-3	-2.1	99	0.1	0	-3	7	20	-3
CCn1c(=N)c(C(=O)NCCCOC)cc2c(=O)n3cccc(C)c3nc21	4	46*	-1.1	89	0.3	1	-3	-2	10	0
CC(=O)c1ccc(NC(=O)c2sc3nc(C)c(C)c(C)c3c2N)cc1	1	-22	-1.9	98	0.0	1	-3	0	-3	-7
Cc1ccc2c(c1)N(S(=O)(=O)c1ccc(CN3C(=O)c4cccnc4C3=O)s1)CCO2	3	-7	-2.9	103	0.1	12	-1	-5	-1	6
O=C1OC(Cc2ccncc2)C(O)=C1C1=NCCCN1 (stereo unspecified)	1	-4	-0.4	92	-0.2	0	-1	-1	-4	1
COc1cc(C2NC(=O)NC(c3ccccc3)=C2C(C)=O)cc([N+](=O)[O-])c1O (stereo unspecified)	-3	3	-1.5	96	-0.2	-2	2	-1	10	0
O=C1c2ccccc2[C@@H]2C[C@H](NC34CC5CC(CC(C5)C3)C4)[C@@H](O)CCN12	0	-6	-1.8	103	0.0	6	-2	5	14	-2
CC(NC(=O)c1ccccc1)C(=O)Nc1ccccc1 (stereo unspecified)	-2	-6	-0.4	96	0.0	-1	8	-3	0	1
Cc1ccnc(NC(=O)c2ccccc2NC(=O)c2ccc(Cl)cc2Cl)c1	-2	-2	-0.3	99	0.0	-18	0	-1	0	18
O=C(C[C@@H]1C/C=C\C[C@H](NC(=O)OCC2c3ccccc3-c3ccccc32)C(=O)OC[C@@H]2CCCN2C1=O)NCCO	7	-4	0.1	101	0.0	0	-17	-5	11	2
CCCCNC(=O)CSc1nnc(NC(C)=O)s1	3	nt	-1.1	107	-0.1	7	-5	-1	5	0
CCOC(=O)N1CCN(Cc2cn[nH]c2-c2ccc(-c3ccccc3)cc2)CC1	4	-1	-1.3	101	0.0	-1	1	-11	3	-1
CCOc1ccc(/C=N/NC(=O)CN2CCCCCCC2)cc1	3	-6	2.0	91	-0.3	22	7	0	-5	0
N#CC1(C#N)OC12CCS(=O)(=O)c1ccccc12 (stereo unspecified)	-1	-4	-0.8	92	0.0	6	1	-13	2	1
CCOc1cc(/C=C(/C#N)C(=O)Nc2ccc(O)cc2)cc(Br)c1O	-5	nt	-4.2	99	-0.6	-29	0	8	9	?
CCOC(=O)N1CCN(C(=O)c2ccc3c(=O)n(-c4cc(OC)ccc4OC)c(=S)[nH]c3c2)CC1	7	-19	2.5	98	0.3	10	12	-1	-1	2
COc1ccc(S(=O)(=O)N(C)C[C@@H]2Oc3ccc(NC(=O)Nc4c(C)noc4C)cc3C(=O)N([C@H](C)CO)C[C@@H]2C)cc1	-2	-6	0.2	94	-0.1	1	2	6	-4	3
CC(=O)C1(O)CCC2C3CCC4CC(O)CCC4(C)C3C(=O)CC21C (stereo unspecified)	8	-5	-0.5	95	-0.1	4	-6	-8	10	4
CCOC(=O)N1CCC(NC(=O)c2cc3c(=O)[nH]c4ccccc4c3n2C)CC1	-3	-2	-3.8	99	-0.3	-3	-4	7	2	1
CCC(C)c1ccc(OCC(=O)Nc2ccc3[nH]c(=O)[nH]c3c2)cc1 (stereo unspecified)	-6	-3	-1.9	98	-0.2	4	-1	1	2	1
COc1ccc(CCN(C)C2CCCN(C(=O)CCSC)C2)cc1OC (stereo unspecified)	0	-6	0.6	86	0.0	7	2	-6	11	1
CCOC(=O)C1=C(C)N=C2SC(C)C(=O)N2C1/C=C/c1ccccc1OC (stereo unspecified)	-2	nt	-0.8	111	-0.2	3	8	-13	nt	-1
CN(C)CCNC(=O)C(=O)Nc1cc2c3c(c1)CCN3C(=O)CC2	3	-4	-1.5	103	0.3	2	8	9	-4	0

New compounds follow:
SMILES	m5-HT2A agonist	CaV13 ICDI inh	MC4R ag barr	ABCB6 inh 2	aDG glyco act	MC4R antag cAMP	H9c2 protect	PDI turbidity	Vif imaging	N-glyco inh
C[C@@H]1CN([C@@H](C)CO)C(=O)CCCn2nncc2CO[C@@H]1CN(C)C(=O)Nc1ccnc(N2CCOCC2)c1	5	-5	-1.0	98	0.1	-4	0	5	-7	2
Cc1oc(-c2ccccc2Cl)nc1CSc1nc2c(c(=O)[nH]1)CCCC2	-6	-1	0.5	92	0.2	8	41	-7	-4	0
O=C(Nc1ccc(OC(F)(F)F)cc1)Nc1cccc([N+](=O)[O-])c1	-6	-6	-1.1	93	-0.7	-14	-16	7	-20	-12
O=C(c1ccccn1)N(Cc1cc2ccccc2[nH]c1=O)C1CCCCC1	2	-3	-0.9	94	0.0	5	17	0	8	0
CN(C(=S)NC(=O)c1ccccc1)C1CCCCC1	7	-6	-1.8	95	-0.2	-3	0	-2	1	0
Cc1cc(NC(=O)CSc2nccn2-c2cccc(Cl)c2)no1	0	-3	-2.3	97	0.4	16	-5	-3	-3	0
O=C(Nc1nc(SCc2ccc(F)cc2)ns1)c1ccco1	0	nt	1.1	102	-0.2	16	2	1	7	2
CCCC(=O)Nc1cccc(-c2nc3ccccc3c(=O)o2)c1	15*	-6	0.7	100	-0.1	11	-5	6	nt	-1
CC1=C(C(=O)N(C(C)C)C(C)C)CC(CC(=O)NC(c2ccccc2)c2ccccc2)C(=O)N1Cc1ccc(C(C)(C)C)cc1 (stereo unspecified)	-5	-4	nt	96	0.2	nt	-2	nt	5	-8
C/C(=N\NC(=O)Cc1cccn1C)c1cccs1	4	-18	-3.2	77	-0.1	2	1	-4	3	-1
CC(c1ccccc1)c1nnc(NC(=O)c2ccc3c(c2)OCO3)s1 (stereo unspecified)	6	-15	15*	96	0.0	3	-2	4	5	4
COc1ccc(Cc2nc3ccc(C(=O)N4CCCCC4CCO)cc3o2)cc1 (stereo unspecified)	2	-3	-1.3	96	0.3	2	1	3	-11	2
CCN(CC)c1ccc(C2C(C(=O)OCCOC)=C(C)NC3=C2C(=O)CCC3)cc1 (stereo unspecified)	-8	-7	-2.0	93	-0.1	-1	-2	-21	11	0
O=C(Nc1ccccc1-c1ccccc1)c1ccc(=O)[nH]n1	-2	-5	-1.3	98	-0.1	0	-6	0	-1	3
O=S(=O)(Nc1nc2ccccc2nc1NCc1ccco1)c1ccccc1	4	nt	-0.6	98	0.3	3	16	3	-2	0
